Bioassay records as filed in PubChem.
hcDAF-12 act: activates DAF-12 receptor from parasite H. contortus. hit rate 1.4% among 370,000. activation, % at 6.8 µM. AID 652067. HEK293 hcDAF-12 lit1-tk-luc reporter, luminescence; 0% DMSO, 100% Δ7-dafachronic acid;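 active = activation above the mean of all tested compounds plus 3 SD, cut at about 5.5% in these data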;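 also: 100% = response to 3 µM Δ7-dafachronic acid high control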
ADAM17 inh: ADAM17 inhibition, QFRET primary screen; inhibition, % at 6.95 µM; AID 720648; recombinant ADAM17, EDANS/DABCYL FRET peptide cleavage; hit rate 0.83% among 370,000; P78536;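 active = inhibition above the mean of compounds lying between control limits plus 3 SD, set per campaign, cut at about 8.5% in these data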;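 also: 0% = DMSO-only wells as the low control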
Target sequence (P78536 215-824 limits assumed): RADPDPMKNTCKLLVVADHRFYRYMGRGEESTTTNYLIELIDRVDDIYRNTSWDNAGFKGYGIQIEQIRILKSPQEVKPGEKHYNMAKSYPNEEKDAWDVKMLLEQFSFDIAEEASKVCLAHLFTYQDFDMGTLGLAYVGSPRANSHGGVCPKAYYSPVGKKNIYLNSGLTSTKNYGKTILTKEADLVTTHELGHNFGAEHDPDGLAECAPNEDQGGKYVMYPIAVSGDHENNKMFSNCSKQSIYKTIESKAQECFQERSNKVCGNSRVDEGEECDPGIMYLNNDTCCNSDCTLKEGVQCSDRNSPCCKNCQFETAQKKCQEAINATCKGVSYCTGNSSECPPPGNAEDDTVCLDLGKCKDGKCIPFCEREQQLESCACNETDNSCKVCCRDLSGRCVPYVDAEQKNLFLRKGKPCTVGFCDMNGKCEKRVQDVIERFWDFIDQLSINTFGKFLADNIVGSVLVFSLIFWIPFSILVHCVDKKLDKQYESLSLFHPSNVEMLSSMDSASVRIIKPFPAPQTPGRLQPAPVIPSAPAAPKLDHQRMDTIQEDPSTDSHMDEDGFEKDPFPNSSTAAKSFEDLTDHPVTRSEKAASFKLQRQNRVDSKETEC
GC-A act: GC-A (human) enzyme activation; activation, % at 10 µM; HEK293 GC-A cells, cGMP TR-FRET, EC30 ANP; 0% at EC30 ANP, 100% saturating ANP; hit rate 0.14% among 370,000; in the data active = activation above about 40%
ssDAF-12 act: activates DAF-12 receptor from parasite S. stercoralis. HEK293 ssDAF-12/GRIP1 lit1-tk-luc reporter, luminescence; % of 3 µM dafachronic acid response. hit rate 1% among 370,000. activation, % at 6.8 µM;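 active = activation above the mean over all tested compounds plus 3 SD, cut at about 0.9% in these data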;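 also: 0% = DMSO-only wells and 100% = 3 µM delta7-dafachronic acid wells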
SMARCA2 act: SMARCA2 function activation, primary screen. activation, % at 9.1 µM. hit rate 1% among 370,000. AID 652017. MG213 cells, MMTV-luciferase reporter, dexamethasone, overnight; in the data active = activation above about 7.8%;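 also: 0% = vehicle wells and 100% = reference activator wells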
DAX1 inh-1: DAX1 (NR0B1) inhibition, primary screen; HEK293T StAR-luciferase reporter, SF-1/DAX-1 repression relief; inhibition, % at 6.8 µM; hit rate 1.1% among 370,000; AID 652010;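 active = inhibition above the mean over all tested compounds plus 3 SD, cut at about 3.6% in these data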;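 also: 0% = DAX-1 cells with DMSO and 100% = cells lacking DAX-1 with DMSO; higher inhibition means more luminescence from relief of DAX-1 repression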
ADAM10 inh: inhibits human ADAM10; recombinant ADAM10, EDANS/DABCYL FRET peptide cleavage, 3 h; inhibition, % at 7 µM; hit rate 0.62% among 370,000;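 active = inhibition above a per-campaign cutoff equal to the mean of compounds falling between control-based bounds plus 3 SD, cut at about 20% in these data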;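 also: 0% = DMSO wells while the 100% control is not disclosed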
FXN GAA850 act: activators of GAA850 frataxin (FXN) promoter. HEK293 lucGAA850 FXN promoter luciferase reporter, 24 h; percent of 10 µM SAHA response. activation, % at 6 µM. hit rate 0.56% among 360,000;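 active = activation above the average of all compounds screened plus 3 SD, cutoff fixed separately per campaign, cut at about 7.5% in these data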;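 also: 0% = DMSO wells and 100% = 10 µM SAHA wells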
DAX1 inh-2: NR0B1 (DAX1) inhibition; P51843; HEK293 Gal4-DAX1 luciferase reporter, luminescence; inhibition, % at 6.75 µM; hit rate 0.99% among 340,000; AID 504766;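 active = inhibition above the mean over all tested compounds plus 3 SD, cut at about 4.2% in these data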;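 also: 0% = DAX1-transfected cells with DMSO and 100% = empty-vector control cells with DMSO; inhibition shows as a rise in luminescence from relieved DAX1 repression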
Target sequence (P51843 207-470 limits assumed): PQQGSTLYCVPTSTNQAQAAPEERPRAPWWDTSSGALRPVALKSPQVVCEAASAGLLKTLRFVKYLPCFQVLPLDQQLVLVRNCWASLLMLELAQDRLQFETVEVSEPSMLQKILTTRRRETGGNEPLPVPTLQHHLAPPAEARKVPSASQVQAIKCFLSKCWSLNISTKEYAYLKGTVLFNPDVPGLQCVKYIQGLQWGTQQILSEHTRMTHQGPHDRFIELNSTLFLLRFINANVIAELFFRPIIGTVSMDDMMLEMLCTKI
PG9 Ab binder: binds the HIV-1 gp120 antibody PG9; TR-FRET gp120-PG9 antibody binding; inhibition, % at 6.7 µM; hit rate 0.43% among 360,000; in the data active = inhibition above about 8.5%
hgDAF-12 ag: activates the H. glycines DAF-12 receptor ligand-binding domain; activation, % at 6.8 µM; HEK293 GAL4-hgDAF12 UAS-luciferase reporter, agonist luminescence; normalized to butyrate control; AID 687014; hit rate 1.8% among 370,000;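 active = activation above a cutoff set at the mean of all screened compounds plus 3 SD, cut at about 10% in these data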;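 also: 0% = DMSO wells and 100% = sodium butyrate wells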
An asterisk follows results filed as active; nt = not tested or not shown. Outcome played no part in choosing rows (roughly 6.8% active in at least one column).

SMILES | hcDAF-12 act | ADAM17 inh | GC-A act | ssDAF-12 act | SMARCA2 act | DAX1 inh-1 | ADAM10 inh | FXN GAA850 act | DAX1 inh-2 | PG9 Ab binder | hgDAF-12 ag
CC(C)N1CCCCC(NC(=O)COCc2ccccc2)C1=O (stereo not drawn) | -0.6 | -8 | 3 | -0.1 | -2 | 0.1 | -6 | nt | nt | nt | -3.4
COc1ccc(C(=O)NN/C(=N/S(=O)(=O)c2ccc(C)cc2)c2ccccc2)cc1 | 3.5 | -9 | -14 | 0.9* | -1 | 4.6* | -22 | 5.4 | 2.8 | -1.0 | 14*
COc1ccc(-c2cc(-c3ccc(OC)cc3)c(C#N)c(SC)n2)cc1 | 0.4 | -7 | -2 | -1.1 | -1 | -0.3 | -15 | 0.5 | 1.9 | 2.6 | 1.4
COCC(C)NC(=O)c1ccc(CN2CCc3ccccc3C2)cc1 (stereo not drawn) | -0.1 | 0 | 3 | -1.0 | 3 | -0.3 | 4 | 0.1 | -0.3 | -0.8 | -2.5
COc1ccc(-c2csc(Nc3ccc(S(=O)(=O)Nc4cc(C)on4)cc3)n2)cc1 | -0.7 | -2 | 0 | -1.9 | 4 | 0.1 | 10 | 1.1 | 0.2 | -0.7 | -0.5
CC(=O)Nc1cc(-c2cccnc2)cn2c(-c3cccc(C(F)(F)F)c3)cnc12 | -2.4 | -8 | -18 | -1.9 | -1 | -1.4 | -23 | 0.5 | nt | -0.7 | -3.5
O=C(Nc1ccn(Cc2ccccc2)n1)c1ccc2c(c1)OCO2 | 0.5 | -2 | -1 | -1.6 | 1 | 0.8 | 6 | 2.2 | 2.5 | -3.2 | 16*
O=C(O)Cc1ccc(C(=O)c2ccc(F)cc2)s1 | -1.4 | -1 | 2 | 0.1 | -3 | 0.1 | -8 | 0.1 | 0.4 | 1.3 | 1.5
CCc1ccc(NC(=O)N2CCc3ccccc3C2)cc1 | 11* | -2 | 1 | 1.5* | 7.9* | 6.0* | 3 | 6.9 | 1.2 | -2.6 | 8.1
COc1cccc(NC(=O)[C@@H]2CCCN2C(=O)C2CCN(S(=O)(=O)c3ccc(C)cc3)CC2)c1 | 1.5 | 1 | -4 | -1.9 | 3 | -0.2 | 2 | -3.8 | -0.4 | -2.6 | -2.4
N#CCCCCN1c2cccc3cccc(c23)S1(=O)=O | -2.4 | -84 | 0 | -1.6 | -2 | -0.6 | -257 | -0.1 | -0.3 | -0.5 | -0.8
Cc1oc2cc3oc(=O)c4c(c3cc2c1C)CCC4 | -1.4 | -6 | -4 | -1.5 | 5 | -0.1 | -32 | -0.3 | 0.7 | 0.1 | 1.6
COC(=O)[C@]12C[C@H](CC(=O)NCc3cccc(C(F)(F)F)c3)C(=O)N(Cc3cccc4ccccc34)C1=C[C@H](C1CCCC1)O[C@@H]2C | 0.6 | 0 | -1 | -1.4 | -6 | -1.3 | 6 | nt | nt | nt | 2.0
CC(CN1CCN(C)CC1)OC(=O)c1ccc(F)cc1 (stereo not drawn) | -1.5 | -2 | 4 | -0.8 | 0 | 0.1 | -3 | 3.8 | 0.5 | -0.1 | -0.7
Cc1cc(C)n2nc(CNS(=O)(=O)c3ccc(F)c(C)c3)nc2n1 | 0.4 | -2 | -1 | -0.8 | -1 | -0.7 | 4 | -1.0 | 0.6 | -2.1 | -2.6
COc1ccccc1CSc1nc2c(c(=O)n(C)c(=O)n2C)n1C | -0.5 | -2 | 5 | -0.7 | 0 | -0.1 | -5 | 3.3 | -0.6 | 0.8 | -2.9
COc1ccc(S(=O)(=O)N2CCOCC2)cc1NC(=O)c1ccc2c(c1)OCCO2 | -1.8 | 0 | 2 | -1.9 | -3 | -0.5 | -2 | 1.2 | 0.8 | -0.7 | -0.7
COc1ccc(CN(C)CC(=O)Nc2ccc(N3CCOCC3)cc2)cc1OC | 0.2 | -4 | -1 | -1.1 | -3 | -0.6 | -8 | 3.6 | 2.4 | -0.2 | -0.7
CC(C)C(=O)Nc1ccc2c(c1)oc1ccccc12 | 6.7* | 2 | -1 | 1.3* | 2 | 2.3 | 3 | 2.4 | 0.3 | 0.7 | 12*
O=C(Nc1ccc2c(c1)C(=O)OC2)c1ccc(Cl)cc1Cl | 5.6* | 0 | -1 | -1.1 | 0 | 0.5 | -7 | 1.9 | -0.8 | 0.4 | 1.5

The closing two compounds of the part above come first, to join the parts.
SMILES | hcDAF-12 act | ADAM17 inh | GC-A act | ssDAF-12 act | SMARCA2 act | DAX1 inh-1 | ADAM10 inh | FXN GAA850 act | DAX1 inh-2 | PG9 Ab binder | hgDAF-12 ag
CC(C)C(=O)Nc1ccc2c(c1)oc1ccccc12 | 6.7* | 2 | -1 | 1.3* | 2 | 2.3 | 3 | 2.4 | 0.3 | 0.7 | 12*
O=C(Nc1ccc2c(c1)C(=O)OC2)c1ccc(Cl)cc1Cl | 5.6* | 0 | -1 | -1.1 | 0 | 0.5 | -7 | 1.9 | -0.8 | 0.4 | 1.5
CCN(CC)C(=O)c1ccc(NS(=O)(=O)c2ccc(/C=C/C(=O)O)cc2)cc1 | 2.5 | -2 | -1 | -0.6 | -1 | -0.9 | 3 | 2.4 | 0.3 | -1.6 | -2.7
CCOc1ccc(NC(=S)N2CCC(c3ccc(C)cc3)C2)cc1 (stereo not drawn) | -1.3 | -2 | 2 | -1.3 | -3 | -0.1 | 2 | 2.7 | 1.1 | 2.6 | -1.4
CC(=O)c1sc(-c2ccccc2)cc1NS(=O)(=O)c1ccc(C)cc1 | 0.9 | -2 | -1 | -0.8 | -4 | -0.2 | -12 | 2.0 | 3.7 | -0.2 | -1.7
C=CCn1c(SCC#N)nc2ccccc2c1=O | 2.2 | 7 | -4 | 0.5 | -1 | 0.2 | 4 | 6.2 | 0.6 | 1.1 | 2.4
CCCCNC(=O)C1(C)CCCCN1C(=O)c1cc(-c2ccccc2)cs1 (stereo not drawn) | -2.4 | -4 | 0 | -1.2 | -3 | -1.8 | -12 | -1.7 | nt | 1.6 | -1.2
COc1ccc(CC(=O)Nc2ccc(C(=O)NC(C)(C)C)cc2)cc1 | -2.0 | -2 | 4 | -1.3 | 1 | 0.9 | -7 | -1.3 | 0.8 | -1.3 | 0.4
COc1ccc(S(=O)(=O)N(CC(=O)NCc2ccccn2)Cc2ccccc2)cc1 | -0.5 | -2 | 2 | -1.0 | -2 | 0.0 | -5 | 4.4 | 0.6 | -1.3 | 0.2
c1ccc(NC2=NCCN2CC2CCCCC2)cc1 | -1.0 | -6 | -1 | -0.6 | -1 | -0.2 | -1 | 0.6 | 0.3 | 1.1 | -1.7
CC1(C)NC(=O)N(CN2C(=O)NC(C)(C)C2=O)C1=O | 0.2 | 0 | 0 | -1.9 | 4 | -0.1 | 3 | 2.0 | -0.8 | -3.0 | 3.0
N#Cc1c(-c2ccccc2)cc(-c2ccccc2)nc1SCC(=O)O | 2.5 | -9 | 0 | -1.3 | 0 | -0.8 | -12 | 2.3 | -0.6 | -1.1 | 4.1
CCCN(C(=O)CSc1n[nH]c(-c2ccc(OC)cc2)n1)c1c(N)n(Cc2ccccc2)c(=O)[nH]c1=O | -0.2 | -1 | 1 | -0.9 | 1 | -1.3 | 7 | 0.3 | 1.4 | 2.1 | 1.8
Cc1ccc(-n2c(SCC(=O)c3ccc4c(c3)OCO4)nc3ccccc3c2=O)cc1 | 1.5 | 0 | 1 | -0.9 | -3 | -0.9 | 4 | nt | nt | nt | 0.0
COc1ccc(C=O)cc1COc1c(F)c(F)cc(F)c1F | -2.0 | -3 | -2 | -1.3 | -3 | 0.3 | -7 | 0.8 | 0.8 | 1.3 | 1.0
COc1ccccc1CCC(=O)NC1CCCN(c2ccc(C(F)(F)F)cn2)C1 (stereo not drawn) | 0.0 | -3 | -9 | -0.8 | 2 | -0.3 | 2 | 1.4 | 0.7 | 1.3 | -0.9
CCCC(=O)Nc1nc2ccc(C(=O)OCC)cc2s1 | 0.5 | -1 | -2 | -1.1 | 2 | -0.2 | -5 | 4.1 | 3.1 | 0.1 | 4.2
CN1CCC(N2CCN(C3CN(Cc4cn(Cc5ccc(F)cc5)nn4)S(=O)(=O)C3)CC2)CC1 (stereo not drawn) | -0.7 | -4 | -1 | -1.3 | -1 | 2.7 | 4 | nt | nt | -0.6 | 4.0
Cc1ccnc(NC(=O)CCC(=O)c2cc(C)sc2C)c1 | 0.7 | -2 | -3 | -1.1 | 0 | 1.2 | -13 | 0.3 | -0.9 | -2.2 | 1.0
Cc1cccc(-n2nc3c(c2NC(=O)c2ccc(S(=O)(=O)N4CCOCC4)cc2)CSC3)c1C | 1.4 | 1 | 0 | -0.6 | -2 | -0.5 | 1 | -0.6 | 1.3 | -3.9 | -0.2
Cc1nc(-c2ccccc2)cc(-c2ccccc2)n1 | 1.5 | 0 | 6 | -1.0 | -5 | 0.4 | -7 | 0.4 | -0.4 | 1.9 | 3.1
CCc1nc2ccc(C(=O)NCCCN3CCCC3=O)cn2c1N(CC)Cc1cccc(Br)c1 | -1.2 | -7 | -2 | -1.3 | -1 | -2.0 | -13 | -1.2 | nt | 1.5 | -1.3
Cc1ccc(C2(c3noc(CN4CCC(c5ccncc5)CC4)n3)CCCC2)cc1 | -3.0 | 3 | -18 | -1.9 | -3 | -1.4 | 8 | 0.5 | -1.3 | -0.1 | -5.2
Cc1ccc(S(=O)(=O)n2nc(OC(=O)c3cccs3)cc2N)cc1 | -0.5 | 1 | 4 | -1.1 | -2 | 0.3 | 4 | 1.8 | 0.2 | 0.2 | 2.4
Cc1ccc(C)c(S(=O)(=O)Nc2cc3c4c(c2)CCC(=O)N4CCC3)c1 | -0.8 | 3 | 0 | -1.3 | -2 | -0.6 | 1 | 5.0 | -1.1 | -2.9 | -4.2
O=C(N/N=C/c1ccccc1Cl)c1n[nH]c2c1CCCC2 | 6.6* | -3 | 0 | 0.7 | 5 | 5.1* | 3 | 1.4 | -0.7 | -1.8 | 16*
O=C(NC1CCS(=O)(=O)C1)c1ccc(Br)s1 (stereo not drawn) | 0.7 | -3 | 0 | -1.4 | -3 | -1.2 | -1 | 0.4 | -0.8 | 1.2 | -2.8
CC(C)Cc1ccc(CN2CCCC(NC(=O)Cn3cnnn3)C2)cc1 (stereo not drawn) | 0.8 | -1 | -2 | -0.8 | -3 | 0.3 | 7 | 3.4 | -0.9 | -0.7 | 0.2
O=c1c(-c2ccc(O)cc2)coc2cc(OC3OC(CO)C(O)C(O)C3O)cc(O)c12 (stereo not drawn) | 3.6 | -2 | -3 | -0.3 | 6 | 0.3 | 6 | 5.9 | -0.5 | 0.7 | 7.7
COC(=O)NCc1cc2cc(Cl)ccc2[nH]1 | 0.8 | -9 | 0 | 0.4 | -1 | -0.1 | -32 | 0.5 | 1.5 | 0.3 | 2.5
Cn1c2ccccc2c(=O)c2c(=O)n(CCCc3ccccc3)cnc21 | -1.4 | -6 | 8 | -0.4 | 1 | -0.6 | -17 | nt | nt | nt | -1.5
Nc1nnc(CC(=O)Nc2ccccc2)s1 | -0.1 | 1 | -2 | -1.1 | 0 | -0.5 | 3 | 2.3 | nt | -2.4 | 1.6
COc1ccc(OCC(O)CNCc2ccco2)cc1 (stereo not drawn) | -1.3 | -3 | 1 | -1.3 | -2 | 0.2 | -1 | 0.4 | 0.7 | 1.2 | 1.0
